# Compound activity from PubChem.
# PfG6PD inh: PfG6PD enzyme inhibitors, primary screen, biochemical, fluorescence intensity, uHTS; 0.78% of 350,000 active; inhibition, % at 20 µM; AID 504690, 2011; glucose-6-phosphate dehydrogenase-6-phosphogluconolactonase (Plasmodium falciparum 3D7); PfGluPho enzyme, NADPH resazurin-diaphorase fluorescence;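 active = inhibition reaching at least a set limit at 20 µM in the primary screen, cut at about 59% in these data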;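 also: 0% = DMSO wells with substrate and 100% = DMSO wells lacking glucose-6-phosphate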
# SENP6 block: SENP6 protease inhibitors, primary screen, biochemical, luminescence, uHTS; AID 2599, 2010; Sentrin-specific protease 6 (Homo sapiens), Q9GZR1; Recombinant SENP6 catalytic domain, aminoluciferin luminescence; inhibition, % at 10 µM; 1.8% of 330,000 active;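 active = inhibition above about 50% at the single tested dose, limit read from the data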;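 also: plate controls were DMSO wells with enzyme for no effect and DMSO wells lacking enzyme for full effect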
# SENP8 block-1: SENP8 protease inhibitors, primary screen, biochemical, luminescence; 1.2% of 330,000 active; AID 2540, 2010; purified SENP8, Z-RLRGG-aminoluciferin cleavage; inhibition, % at 10 µM; in the data active = inhibition above about 50%
# SENP1 FRET inh: human SENP1 catalytic domain inhibitors, primary screen, biochemical, FRET, uHTS; AID 624204, 2012; recombinant SENP1 catalytic domain, CyPet-SUMO1-YPet FRET cleavage; inhibition, % at 10 µM; 0.21% of 360,000 active;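 active = inhibition at least 30% at 10 µM, raw YFP signal under a set limit, fluorescence ratio 0.5 to 1.5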;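 also: 0% = enzyme with DMSO and 100% = no enzyme wells; some results filed as inactive read as strong as hits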
#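 Assay system – human recombinant His6-tagged SENP1 catalytic domain enzyme · Input – SENP1 enzyme, 20 pM final · Buffer or medium – Tris pH 8 buffer plus EDTA, NaCl, BME, BSA, NP40, catalase · Schedule – 50 min reaction at room temperature · Technique – FRET read of cyan and yellow fluorescence · Control set – no-enzyme wells low, DMSO-plus-enzyme wells high control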
# HKDC1 inhibitor: HKDC1 hexokinase inhibitors, primary screen, biochemical, fluorescence, uHTS | recombinant HKDC1, G6PDH/diaphorase resazurin coupled fluorescence | inhibition, % at 20 µM | 0.16% of 340,000 active;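 active = inhibition above about 35% when tested at 20 µM, limit read from the data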;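 also: plate controls were DMSO wells with enzyme for no effect and DMSO wells lacking enzyme for full effect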
# Target sequence (Q2TB90 whole entry, looked up): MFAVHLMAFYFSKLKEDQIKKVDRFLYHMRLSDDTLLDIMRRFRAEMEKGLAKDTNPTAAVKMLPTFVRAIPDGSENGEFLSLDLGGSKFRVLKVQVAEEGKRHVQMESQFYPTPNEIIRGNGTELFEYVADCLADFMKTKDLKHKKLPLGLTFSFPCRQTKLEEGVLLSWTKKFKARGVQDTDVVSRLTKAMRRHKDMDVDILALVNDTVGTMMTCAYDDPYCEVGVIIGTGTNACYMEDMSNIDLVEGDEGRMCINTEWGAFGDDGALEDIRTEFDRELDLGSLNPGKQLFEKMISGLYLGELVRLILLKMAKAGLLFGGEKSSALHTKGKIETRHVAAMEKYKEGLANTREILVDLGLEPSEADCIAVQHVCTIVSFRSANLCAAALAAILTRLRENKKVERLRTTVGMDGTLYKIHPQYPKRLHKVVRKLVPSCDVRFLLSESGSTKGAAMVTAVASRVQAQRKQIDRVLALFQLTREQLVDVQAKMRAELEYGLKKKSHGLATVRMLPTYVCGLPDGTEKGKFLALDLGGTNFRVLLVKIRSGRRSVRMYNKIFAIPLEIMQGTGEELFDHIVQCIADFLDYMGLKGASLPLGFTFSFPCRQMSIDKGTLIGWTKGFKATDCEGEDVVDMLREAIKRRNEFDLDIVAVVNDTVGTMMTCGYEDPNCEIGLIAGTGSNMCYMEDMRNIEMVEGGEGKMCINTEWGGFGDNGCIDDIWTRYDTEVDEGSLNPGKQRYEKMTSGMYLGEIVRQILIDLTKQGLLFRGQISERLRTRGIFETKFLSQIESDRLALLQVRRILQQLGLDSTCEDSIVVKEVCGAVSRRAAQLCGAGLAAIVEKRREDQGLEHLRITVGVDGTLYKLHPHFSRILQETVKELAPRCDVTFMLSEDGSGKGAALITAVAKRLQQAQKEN
#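 Test system: recombinant HKDC1 (HK5) hexokinase enzyme, produced in-house / Doses: 20 µM test compound, 1% DMSO / Timing: 90 min, room temperature / Detection: G6PDH/diaphorase-coupled fluorescence, 1 mM NADP, 100 µM resazurin, 525/613 nm / Control set: DMSO wells with and without enzyme mix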
# UBC13 inh: UBC13 polyubiquitin chain formation inhibitors, primary screen, biochemical, TR-FRET, uHTS; Ubiquitin-conjugating enzyme E2 N (Homo sapiens), P61088; inhibition, % at 20 µM; 0.47% of 330,000 active; AID 485273, 2010; in the data active = inhibition above about 45%, passing the limit was not always enough
# Target sequence (P61088 whole entry, looked up): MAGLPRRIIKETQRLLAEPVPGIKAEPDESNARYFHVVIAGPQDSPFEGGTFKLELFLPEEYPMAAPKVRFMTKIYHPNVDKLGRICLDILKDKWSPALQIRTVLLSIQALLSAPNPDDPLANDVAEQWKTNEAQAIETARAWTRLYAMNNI
# SENP8 block-2: human SENP8 protease inhibitors, primary screen, biochemical, fluorescence, Nedd8 protein substrate, uHTS; Sentrin-specific protease 8 (Homo sapiens), Q96LD8; recombinant SENP8; inhibition, % at 20 µM; 0.64% of 360,000 active; AID 602440, 2012; in the data active = inhibition mostly above about 40%, no sharp cut-off; inactive = mostly below about 27%
# MIN6 prolif: inducers of MIN6 beta-cell proliferation, primary screen, ATP luminescence, uHTS. proliferation, % at 10 µM. AID 2380, 2010. MIN6 cells proliferation, ATPlite luminescence, 48 h; cells starved in 0.2% serum; 100% = growth in 10% serum. 0.29% of 330,000 active;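 active = compounds whose signal lies at least 3.5 SD above the mean of all wells on their plate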;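 also: 0% = DMSO-treated cells in low-serum medium and 100% = 10% serum control; some compounds called inactive have numbers as strong as hits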
# SENP7 block: SENP7 protease inhibitors, primary screen, biochemical, luminescence, uHTS; inhibition, % at 5 µM; recombinant SENP7, Z-RLRGG-aminoluciferin luminescence, 40 min; 1.5% of 330,000 active;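 active = inhibition above about 50% at the single test dose, limit read from the data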;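 also: plate controls were DMSO with enzyme for no effect and no enzyme buffer wells for full effect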
# The depositor's hits bear a star; . = no result given.
# Screens in order: PfG6PD inh	SENP6 block	SENP8 block-1	SENP1 FRET inh	HKDC1 inhibitor	UBC13 inh	SENP8 block-2	MIN6 prolif	SENP7 block
CN(Cc1ccccc1)C(=C(Cl)Cl)/C(=C1/NCCN1C)[N+](=O)[O-]
  -12	5	7	-8	0	-2	-1	0	-8
O=C(/C=C/c1ccc(Br)cc1)c1ccc(NC(=O)c2ccco2)cc1
  11	-5	3	0	0	1	14	-4	-2
COc1cc(NC(=O)c2cnc(NCc3ccccc3)nc2C)cc(OC)c1OC
  28	-6	-1	0	2	4	8	-4	6
O=C(CCCCn1cnc2c(=S)nc[nH]c21)Nc1ccc(C(=O)O)cc1
  45	.	.	1	-3	.	17	.	.
CCOC(=O)c1cccc(NC(=O)CCCn2c(=O)c3cccn3c3cccnc32)c1
  -14	11	1	1	-1	-7	-8	3	0
COc1ccc(CCNC(=O)C(=O)NCCC2CCCCN2S(=O)(=O)c2cccs2)cc1 (stereo not given)
  32	-15	-3	2	4	1	23	-1	-9
CC(C)(C)C(=O)CN1C(=O)NC2(CCCc3ccccc32)C1=O (stereo not given)
  0	-5	-7	1	-3	0	4	-3	-14
COc1ccc(NC(=O)COC(=O)c2ccc(OCc3ccccc3Cl)c(OC)c2)c(OC)c1
  -7	0	5	2	-7	7	-5	0	-13
Cc1cccc(-n2c(N)c(C(=O)NCCN3CCOCC3)c3nc4ccccc4nc32)c1
  4	14	6	.	3	-7	.	-5	6
N#Cc1c2n(c3c(=O)n(Cc4ccccc4Cl)cnc13)CCCC2
  9	17	-9	2	-2	17	15	-2	3
O=S(=O)(c1cccc2cccnc12)N1CCN(Cc2ccc3c(c2)OCO3)CC1
  20	-19	-6	3	7	1	14	1	-8
COc1ccc(Cl)cc1N(CC(=O)N/N=C/c1ccc(OCC(N)=O)cc1)S(C)(=O)=O
  -7	9	-2	-2	11	-4	6	-3	-6
CCN(/C=N/c1sc2c(c1C#N)CCCCC2)CC
  7	37	22	-27	-2	3	-12	-2	13
Cc1cc(OCC(=O)Nc2ccccc2N2CCOCC2)c(C(C)C)cc1Cl
  9	-15	-14	1	7	-6	8	-8	-2
COCCn1c(=NC(=O)CN2C(=O)CCC2=O)sc2cc(S(N)(=O)=O)ccc21
  1	-4	0	-2	-6	9	-12	-1	1
Cc1ccc(NC(=O)c2sc(Cl)nc2-c2ccccc2)cc1
  -14	-19	-7	-2	0	-7	7	-5	-8
CCOC(=O)Cn1ccc(NC(=O)COc2ccc(F)cc2)n1
  -8	-19	-1	1	-6	6	24	-1	11
Cn1c(CCNC(=O)c2ccco2)nc2ccccc21
  9	-4	5	1	-7	-9	14	-4	-4
O=C(NC1CCSc2ccccc21)c1cccc(S(=O)(=O)N2CCOCC2)c1 (stereo not given)
  18	-11	-5	2	-4	-6	0	6	-7
CCOc1ccc(N2C(=O)CC(Sc3nc(O)c(CC)c(=O)[nH]3)C2=O)cc1 (stereo not given)
  -37	-11	-8	2	-3	-10	24	1	7

# The listing continues:
# Screens in order: PfG6PD inh	SENP6 block	SENP8 block-1	SENP1 FRET inh	HKDC1 inhibitor	UBC13 inh	SENP8 block-2	MIN6 prolif	SENP7 block
Cc1ccc(CNC(=O)C2CCC(=O)N2C(C)C)cc1 (stereo not given)
  3	-10	-7	1	-4	2	17	0	-4
COc1ccc(OCCCC(=O)Nc2cccc([N+](=O)[O-])c2)cc1
  17	-19	-10	-1	-4	-10	2	0	-3
Cc1ccc(C2=NO[C@@](CC(=O)O)(C(=O)Nc3ccc4c(c3)OCCO4)C2)cc1
  -6	.	.	2	8	.	16	.	.
O=C(CNC(=O)c1nc[nH]c1C(=O)N1CCc2ccccc2C1)OCc1ccccc1
  -11	-15	0	0	2	6	10	-2	-5
CC(C)(C)NC(=O)NC(=O)COC(=O)C1CCN(S(=O)(=O)c2cccs2)CC1
  0	-5	-4	0	-2	8	20	3	1
Cc1nc(N)sc1C(=O)NN
  12	-10	-8	-1	0	49*	22	-1	-4
Cc1cc2c(cc1C)C(c1ccsc1)CC(=O)N2 (stereo not given)
  7	-15	7	1	-10	-5	0	0	-8
CC(O)CSc1nc2c(c(=O)[nH]c(=O)n2C)n1CC(O)COc1ccccc1 (stereo not given)
  17	-7	-11	1	1	-11	18	-3	-13
CCc1nnc(NC(=O)C2CCN(c3nccc(C)n3)CC2)s1
  -3	-11	-1	2	-10	-4	-47	0	-5
CC(C)c1cc(C(=O)O)n[nH]1
  -20	-4	-5	1	-3	-2	12	-1	-7
CCOc1ccc2oc(C(=O)NC3CC(C)(C)NC(C)(C)C3)c(C)c2c1
  10	4	0	-3	-14	16	-165	-2	7
COC(=O)c1c(NC(=O)CSc2nnc(Cn3nnc4ccccc43)n2C)sc(C)c1C
  -7	-13	2	3	1	0	0	-2	0
Cc1csc(CN(C)C(=O)C2CCC(=O)N(CCCc3ccccc3)C2)n1 (stereo not given)
  13	-2	3	0	-5	-6	3	5	3
Cc1ccc(NC(=O)/C=C/C(=O)O)c(NC(=O)c2ccccc2)c1
  -7	5	10	0	-1	-4	7	1	3
O=C(NNC1CC(=O)N(c2ccccc2)C1=O)c1ccco1 (stereo not given)
  18	-5	7	1	-9	3	14	1	0
COc1ccccc1NS(=O)(=O)c1cc(N)ccc1N1CCCCC1
  51	-13	0	2	-6	6	12	1	6
Cc1cc(C)c(NC(=S)N(CCN(C)C)C(C)c2cccnc2)c(C)c1 (stereo not given)
  3	-6	-3	0	-7	-15	3	-2	-10
COCCN(C(=O)COC(=O)CSc1ccc2ccccc2c1)c1c(N)n(Cc2ccccc2)c(=O)[nH]c1=O
  9	-15	-7	0	2	4	-29	0	-9
CC(=O)Oc1ccc(C(=O)Nc2ccccc2C(=O)NCC(C)C)cc1
  -13	-25	-14	4	-7	-2	2	-1	-6
COC(CNC(=O)C(=O)Nc1cc2c3c(c1)CC(=O)N3CCC2)OC
  -8	-8	12	1	-2	1	9	1	1

# Next section
# Screens in order: PfG6PD inh	SENP6 block	SENP8 block-1	SENP1 FRET inh	HKDC1 inhibitor	UBC13 inh	SENP8 block-2	MIN6 prolif	SENP7 block
COc1ccc(NC(=O)C(NC(C)=O)C(=O)NCc2ccccc2OC)cc1 (stereo not given)
  1	-11	-1	4	-8	3	14	2	-3
CC1(C)CC(=O)C2=C(C1)Nc1ccccc1NC2c1cccc(F)c1 (stereo not given)
  -19	-6	-9	3	2	1	-7	-2	-3
Cc1nnc(SCC(=O)Nc2cc(S(C)(=O)=O)ccc2Cl)n1Cc1ccccc1
  5	-6	0	-1	2	-2	-5	0	13
C/C(=N\NC(=S)Nc1ccc(C)cc1)c1cc2ccccc2o1
  10	-8	6	-12	-18	-7	0	-7	0
Cc1cccc(OCCCC(=O)Nc2ccc3c(c2)OCO3)c1
  7	3	5	0	-12	1	9	-1	1
CCCCn1c(N)c(N(CC(C)C)C(=O)C2CCN(C(=O)c3ccc(Cl)cc3)CC2)c(=O)[nH]c1=O
  -16	-14	-6	1	2	0	5	-1	1
COc1ccc(-c2csc(NC(=O)Nc3ccccc3)n2)cc1
  -8	19	1	2	2	6	14	-4	2
COC(=O)c1[nH]c2ccccc2c1NC(=O)CN1CC(C)OC(C)C1 (stereo not given)
  -14	15	-8	3	-5	-6	-407	-2	6
O=C(/C=C/c1ccccc1Cl)Nc1cccc(S(=O)(=O)NC2=NCCCCC2)c1
  7	-17	-17	3	1	-8	2	-5	-1
CC(=O)NC(CCS(C)(=O)=O)C(=O)Nc1cccc(C(C)=O)c1 (stereo not given)
  6	-28	-9	-1	-3	-5	16	-2	-12
COc1ccccc1C(CNC(=O)CNC(=O)c1ccc(Cl)c(Cl)c1)N1CCCC1 (stereo not given)
  -3	-16	-5	1	-5	8	7	-3	-6
CC(C)C[C@@H](CNCC(=O)[C@H](CC(C)C)NC(=O)c1[nH]cnc1C(=O)N[C@@H](C)CN)NC(=O)c1nc[nH]c1C(=O)N[C@@H](C)C(=O)O
  11	.	.	-2	10	.	21	.	.
CCc1nnc(NC(=O)c2nc3nc(C)cc(C)n3n2)s1
  -13	-14	-1	1	-1	-8	28	-2	5
Cc1cccc(CN2CCN(CC(=O)NCc3cccs3)C2=O)c1
  2	-8	-2	0	-7	-8	12	-3	-11
O=C(COC(=O)c1cnccn1)NC(=O)c1ccccc1
  -4	2	0	0	-10	-3	10	-2	8
CCOc1cc(-c2cc(-c3ccc(N)cc3)nc(N)c2C#N)ccc1O
  -13	9	3	-18	6	9	-466	-4	-4
CCOC(=O)/C(=N\Nc1ccccc1Cl)N(C)C1CCS(=O)(=O)C1 (stereo not given)
  -1	5	2	-1	-8	-5	9	1	3
COc1ccc(/C=C/C(=O)O)cc1S(=O)(=O)NCc1cccnc1
  13	-30	-9	0	-3	-4	10	3	-1
Oc1c(CN2CCOCC2)cc(COCc2ccccc2)c2cccnc12
  -27	.	.	1	5	.	8	.	.
Cc1cccc(NC(=O)CNC(=O)N2CC(=O)Nc3ccccc32)c1C
  -21	-9	-7	1	-3	-2	4	0	12

# (list continues)
# Screens in order: PfG6PD inh	SENP6 block	SENP8 block-1	SENP1 FRET inh	HKDC1 inhibitor	UBC13 inh	SENP8 block-2	MIN6 prolif	SENP7 block
COc1ccccc1/C=C1\SC(=S)N(NS(=O)(=O)c2ccc(C)cc2)C1=O
  -15	-18	-7	2	-2	-12	20	-1	-1
COC(=O)C1=C(C)N(CCCC(=O)O)C(=O)NC1c1ccc([N+](=O)[O-])cc1 (stereo not given)
  13	-6	-5	0	-2	7	16	3	-2
COc1ccc(CCNC(=O)CNC(=O)Cn2cnc3sc(C)c(C)c3c2=O)cc1OC
  7	-15	8	0	-8	-12	17	-1	-6
COc1ccccc1C(=O)Nc1nc2cc3c(cc2s1)OCO3
  15	48	20	1	-10	25	-462	-3	79*
Cc1onc(-c2ccccc2Cl)c1C(=O)NCC1CCCO1 (stereo not given)
  0	-17	-7	-3	-4	-4	7	-3	-11
CCN(CC)Cc1c(C(=O)N/N=C(\C)c2ccncc2)nnn1-c1nonc1N
  20	-5	-2	2	-2	-6	12	-2	1
O=C(NNc1cc(N2CCOCC2)nc(N2CCOCC2)n1)c1ccc(Cl)c(Cl)c1
  17	49	10	-65	-6	-5	5	-4	14
COc1ccc(NC(=O)CCN2C(=O)C3CC=CCC3C2=O)cc1S(=O)(=O)N1CCCCC1 (stereo not given)
  1	4	-3	0	-5	1	-4	0	10

# In another format: three of the compounds above
Molecule | PfG6PD inh | SENP6 block | SENP8 block-1 | SENP1 FRET inh | HKDC1 inhibitor | UBC13 inh | SENP8 block-2 | MIN6 prolif | SENP7 block
COc1ccccc1C(=O)Nc1nc2cc3c(cc2s1)OCO3 | 15 | 48 | 20 | 1 | -10 | 25 | -462 | -3 | 79*
Cc1onc(-c2ccccc2Cl)c1C(=O)NCC1CCCO1 (stereo not given) | 0 | -17 | -7 | -3 | -4 | -4 | 7 | -3 | -11
CCN(CC)Cc1c(C(=O)N/N=C(\C)c2ccncc2)nnn1-c1nonc1N | 20 | -5 | -2 | 2 | -2 | -6 | 12 | -2 | 1
